# Source: PubChem BioAssay
# ERK EGF inh – blocks ERK signaling stimulated by EGF. HEK293-V1b, EGF-stimulated phospho-ERK AlphaScreen. Potency, µM (titrated, usually from 11.5 µM), inactives show at the top dose activity change, negative = inhibition, usual class: inhibitors. 130,000 tested, 0.41% active; active = well fitted inhibition curve with a large enough effect; inconclusive = small, poorly fitted or top-dose-only effect, or effect the other way;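 also: plate controls were stimulated vehicle wells for no effect and unstimulated vehicle basal for full effect; nearly all actives have a fitted effect of over 55% in size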
#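 Readout: AlphaScreen signal for phosphorylated ERK in lysed HEK293 cells stably expressing V1b. Stimulus 25 nM EGF, 5 min, following 30 min compound exposure. Data scaled to DMSO basal and full EGF activation.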
# Active calls of the source: *; ? = inconclusive; [ ] = dose if it differs, or a comment. Potency is read from the fitted curve at half-maximal effect. A portion of the library, so the mix of outcomes need not match the whole.
# A first look (2 entries):
ERK EGF inh | canonical_smiles
-1%[57.5 µM] | Cn1nc(C(F)(F)F)c(-c2ccccc2)c1N
-1% | COc1ccccc1CCC(=O)OCC(=O)Nc1ccc(S(N)(=O)=O)cc1

# The listing, previewed entries included:
ERK EGF inh | canonical_smiles
-1%[57.5 µM] | Cn1nc(C(F)(F)F)c(-c2ccccc2)c1N
-1% | COc1ccccc1CCC(=O)OCC(=O)Nc1ccc(S(N)(=O)=O)cc1
3% | CC(C)Cc1nn2c(N)c(/C=C3\C=Nc4ccccc43)c(=O)nc2s1
-1%[57.5 µM] | Cc1onc(-c2ccccc2)c1NC(=O)N(Cc1ccccc1)C(C)C
? | COc1ccc(CCN2C(=O)CSC2=Nc2ccc(C(C)C)cc2)cc1OC
4% | Cc1nnc(N2C(=O)C(O)=C(C(=O)c3ccco3)C2c2ccc(C(C)(C)C)cc2)s1 (stereo not given)
-18%[57.5 µM] | Cc1ccc(-c2cc(C(=O)Nc3ccc(S(=O)(=O)N4CC(C)OC(C)C4)cc3)[nH]n2)c(O)c1 (stereo not given)
-1% | Oc1c(Br)cccc1/C=N/Nc1c(F)c(F)c(F)c(F)c1F
-7% | CC(C)CCn1c(N2CCN(c3cccc(Cl)c3)CC2)nc2c1c(=O)[nH]c(=O)n2C
-1% | COC(=O)c1ccc(NC(=O)c2c(C(=O)Nc3ccccc3)sc3nc(C)cc(=O)n23)cc1
-12%[57.5 µM] | NNC(=O)c1[nH]c2ccc(Br)cc2c1-c1ccccc1
-1% | CC1CCCN(S(=O)(=O)c2ccccc2[N+](=O)[O-])C1 (stereo not given)
-15% | Cc1cccc(N2C(=O)c3cccc(Oc4ccc(Cl)cc4)c3C2=O)c1
-4% | Cc1cccc(C(=O)N2CCN(c3ncnc4c3cnn4-c3ccccc3)CC2)c1
-3% | O=C(CSc1nc2ccccc2c(=O)[nH]1)Nc1ccc(C(=O)O)cc1
-12%[57.5 µM] | CCc1ccccc1Cn1c(=O)oc2cccnc21
-2% | c1csc(-c2nc3ccccn3c2NC2CCCCC2)c1
-7% | Cc1cc(NC(=O)CSc2nc3c(c(=O)n2CCc2ccccc2)SC(C)C3)no1 (stereo not given)
-9% | CC(Nc1nc(-c2ccc3c(c2)NC(=O)CO3)cs1)c1ccccc1 (stereo not given)
-3% | O=C1CC(c2ccco2)CC(O)=C1C=NCCN1CCN(C2CC(=O)N(c3ccccc3)C2=O)CC1 (stereo not given)
7%[57.5 µM] | CC(C)CCNC(=O)C1CC(c2ccccc2C(F)(F)F)=NO1 (stereo not given)
? | CN(C)c1ccc(-c2cccc(C3CC=CC4C3C(=O)N(Cc3ccccc3)C4c3ccc4ccccc4c3)c2)cc1 (stereo not given)
-11% | CCOC(=O)C1=C(Nc2ccccc2)CC(C)(O)C(C(=O)OCC)C1c1ccc(Cl)cc1 (stereo not given)
-12%[57.5 µM] | Cc1ccccc1OCC(O)CN1CCN(c2ccc(Cl)cc2)CC1 (stereo not given)
19% | Cc1cccc(NC(=O)COc2ccc(/C=N\n3cnnc3)cc2)c1
-5%[57.5 µM] | CCOC(=O)Cc1csc(N/N=C/c2ccc(Cl)cc2)n1
-3% | COc1ccc(-c2nc(N)n(C(=O)c3ccccc3)n2)cc1
-3% | O=C(Nc1ccc(Cl)c(Cl)c1)Nc1ccc(N2CCCC2)c(S(=O)(=O)Nc2ccccc2Cl)c1
-8%[57.5 µM] | S=c1[nH]nc(-c2cc(-c3ccccc3)n[nH]2)n1/N=C/c1cccs1
4% | Cc1ccc(Nc2nc(N)c([N+](=O)[O-])c(N3CCCC(C)C3)n2)cc1C (stereo not given)
-2% | COc1cc(OC)cc(C(=O)Nc2nc3ccc(S(C)(=O)=O)cc3s2)c1
4% | COc1ccc(-c2cnc(NCc3cc4c(cc3[N+](=O)[O-])OCO4)n2C)cc1
-17%[57.5 µM] | Cc1nc(-c2ccccc2)[nH]c(=O)c1Oc1ccc(Cl)cc1Cl
-2% | CCN(CC)C(=O)c1sc(NC(=O)c2cccs2)c(C#N)c1C
5% | C/C(CCN1CCc2nc(-c3ccccc3)c(-c3ccccc3)cc2C1)=N\OC[C@@H](C)[C@H](OCc1ccccc1)C(C)C
0% | O=S(=O)(c1ccccc1)N1CCN(C(=S)NCCCN2CCOCC2)CC1
13%[57.5 µM] | Cc1nn2c(N3CCN(CCO)CC3)c3c(nc2c1-c1ccccc1)CCCC3
-7%[57.5 µM] | COc1ccc(/C=N/Nc2ccccn2)cc1OC
3%[57.5 µM] | CN(C)S(=O)(=O)c1ccc(C(=O)OCc2nnc(-c3ccccc3)o2)cc1
-8%[57.5 µM] | COc1cc(-c2[nH]ncc2CN2CCSCC2)cc(OC)c1OC
-5% | Cc1cccc(NC(=O)C2CCN(S(=O)(=O)c3c(C)[nH]c(=O)[nH]c3=O)CC2)c1
-5% | O=[N+]([O-])c1ccc(OCc2cnc(Cl)s2)c([N+](=O)[O-])c1
? | COc1ccc(CCn2c(NN)nc3c2c(=O)[nH]c(=O)n3C)cc1
-12% | CCS(=O)(=O)Nc1ccccc1C(N)=O
4%[57.5 µM] | Cc1ccc(-c2sc(C(=O)NN)c(C)c2C#N)cc1
6%[25.7 µM] | CCN(CC)CCC[C@H](C)Nc1ccnc2cc(Cl)ccc12
-2% | CCC(=O)NC(Nc1ccccn1)(C(=O)OC)C(F)(F)F (stereo not given)
2%[57.5 µM] | CCCCC/S(CC1CC1(Cl)Cl)=N\S(=O)(=O)c1ccc(C)cc1 (stereo not given)
3% | Cc1[nH]c2ccccc2c1C(=O)CSC(=S)N1CCCCC1
-8% | Cc1ccc(NC(=O)c2cc(-c3ccc(F)cc3)on2)cc1C

# More compounds follow:
ERK EGF inh | canonical_smiles
0% | CC(C)(C)C(=O)Nc1sc2c(c1C#N)CCC2
-12% | COc1cc(/C=C/CO)cc(OC)c1O[C@@H]1O[C@H](CO)[C@@H](O)[C@H](O)[C@H]1O
4% | CCCN1C(=O)SC(CC(=O)Nc2ccc(C)cc2)C1=O (stereo not given)
0% | CCOC(=O)c1c(N)nn(C(=O)c2ccccc2F)c1-c1ccc(OC)cc1
-3% | Cn1cccc1CC(=O)NNC(=S)Nc1ccccc1Cl
1% | COC(C(=O)Nc1ccc(Cl)cc1C)c1ccccc1 (stereo not given)
-6% | O=C(c1csnn1)N1CCC2(CC1)CN(c1ncccn1)C2
-3% | O=C1Nc2ccc(Br)cc2/C1=C/C1CC=CCC1 (stereo not given)
0% | CC(C)c1ccc(CN2CC(C(=O)Nc3ccccc3)CC2=O)cc1 (stereo not given)
4% | Cn1c(=O)c2c(nc(NCc3ccco3)n2CC(O)CO)n(C)c1=O (stereo not given)
-6% | COc1cc(C(=O)NNC(=S)Nc2ccc(S(N)(=O)=O)cc2)cc(OC)c1OC
-5%[57.5 µM] | Cc1ccncc1C(N)=O
18% | C/C(=N\Nc1cc(-c2ccccc2)nc(-c2ccccc2)n1)c1ccc(O)c(C)c1
-6% | Cc1ccc(S(=O)(=O)N(C)CCCC(=O)NC(C)(C)C)cc1
5% | CC(C)CCN1CCN(Cc2cnc(-c3ccccc3)s2)CC1CCO (stereo not given)
5% | O=C(COc1ccccc1)N1CCCC1
1%[57.5 µM] | COc1ccccc1N(/N=C1\Sc2ccccc2C1=O)C(C)=O
-11%[57.5 µM] | Cc1nc(-c2ccc(Cl)cc2)sc1C1(C)CC(c2cccnc2)=NO1 (stereo not given)
5% | O=C1c2cccc3cc([N+](=O)[O-])cc(c23)C(=O)N1c1ccccc1O
7% | Cc1ccc(S(=O)(=O)c2cc(OC(=O)c3ccco3)ccc2OC(=O)c2ccco2)cc1
-8% | CC1Cc2ccccc2N1C(=S)NC(=O)C1(C)CC1(Cl)Cl (stereo not given)
-7% | COc1ccccc1NS(=O)(=O)c1ccc(O)c(C(=O)OCC(=O)Nc2ccccc2F)c1
2% | CCOC(=O)c1c(C(F)(F)F)cc(-c2ccc(F)cc2)nc1C
-3% | Cc1ccc2cc3cc(C(=O)NCCN4CCOCC4)oc3nc2c1
4%[57.5 µM] | O=C(/C=C/c1cn(-c2ccccc2)nc1-c1ccccc1)Nc1ccc(C(=O)O)cc1
-6%[57.5 µM] | COC(=O)c1cccc(NC(=S)NC(C)C)c1
-1%[57.5 µM] | COc1ccc(NC(=S)N2CCN(c3ncccn3)CC2)c(OC)c1
-1% | C/C(=N\NC(=O)CSCc1ccccc1Br)c1cccc([N+](=O)[O-])c1
10% | CCOC(=O)c1c(-c2ccc(OC)cc2)csc1NC(=O)C1CCCO1 (stereo not given)
-5%[57.5 µM] | CCNC(=O)c1ccccc1-c1nc(-c2ccccc2)no1
0% | COc1ccc(/C=N/NC(=O)CNS(=O)(=O)c2ccc(C)cc2)cc1
4% | Cc1ccc(S(=O)(=O)N(C)CC(=O)OCC(=O)N2CCN(c3ccccc3)CC2)cc1
-10%[57.5 µM] | COc1ccc(C/C(C)=N\NC(=O)c2cn(C)c3ccccc23)cc1OC
11% | COc1ccc(S(=O)(=O)CCC(=O)N(C)c2ccc(OC)cc2OC)cc1
7% | O=C(O)CC(O)(CC(=O)O)C(=O)O
-8% | O=C(CN1CCCC1)NC(=O)NC1CCCC1
8% | Cc1ccc(SCC(=O)Nc2ccc3c(c2)C(=O)NC3=O)cc1
-2% | CCOC(=O)C1CCN(C(=O)Cc2cccc3ccccc23)CC1
-2% | O=C(Nc1ccc(O)c2c(=O)cc(-c3ccccc3Cl)oc12)c1ccccc1Cl
-6% | COc1ccc(C(C(=O)NC2CCCC2)N(Cc2cccs2)C(=O)c2ccn[nH]2)cc1OC (stereo not given)
-2% | COc1ccc(C(=O)/C=C/C(=O)N(CC(=O)NC2CCCCC2)Cc2cccs2)c(O)c1
-1% | CCCCC(=O)N=c1sc2cc([N+](=O)[O-])ccc2n1C
0% | NS(=O)(=O)c1ccc(NC(=S)Nc2nn(Cc3ccc(Cl)cc3Cl)cc2Cl)cc1
-7%[57.5 µM] | COc1ccccc1NC(=O)Nc1nnc(CC(=O)Nc2cccc(C)c2)s1
-10% | Cn1c(NNC(=O)C2CCCCC2)cc(=O)n(C)c1=O
7% | Cc1ccc(N2C(=O)C(Cc3ccc(O)cc3)NC2=S)cc1C (stereo not given)
3%[25.7 µM] | CC(C)(C)NC(=O)[C@@H]1CC[C@@H]2[C@@H]3CC[C@@H]4NC(=O)C=C[C@@]4(C)[C@H]3CC[C@]21C
0% | Cc1c(Nc2ccc(C=O)cc2)c(=O)n(-c2ccccc2)n1C
9% | Cc1ccc(S(=O)(=O)N2CCN(CC(=O)N(CC(C)C)c3c(N)n(CC(C)C)c(=O)[nH]c3=O)CC2)c(C)c1
-2% | Cc1cccc(Nc2nnc(SCC(=O)Nc3ccccc3[N+](=O)[O-])s2)c1

# 2 compounds drawn at random from the list so far, as already listed:
ERK EGF inh | canonical_smiles
7% | O=C(O)CC(O)(CC(=O)O)C(=O)O
11% | COc1ccc(S(=O)(=O)CCC(=O)N(C)c2ccc(OC)cc2OC)cc1

# Gathered by group, the entries above with a cyano group (3)
ERK EGF inh | canonical_smiles
-2% | CCN(CC)C(=O)c1sc(NC(=O)c2cccs2)c(C#N)c1C
4%[57.5 µM] | Cc1ccc(-c2sc(C(=O)NN)c(C)c2C#N)cc1
0% | CC(C)(C)C(=O)Nc1sc2c(c1C#N)CCC2

# The results go on:
ERK EGF inh | canonical_smiles
-9%[57.5 µM] | Cc1ccccc1C(=O)c1cccn1CC(=O)NCc1ccccc1
7% | O=C(Nc1ccccc1)c1ccc(C(=O)Nc2ccccc2)nc1
-7% | COc1ccc(S(=O)(=O)NCCOc2ccccc2)cc1C
-6% | COc1ccc(-c2nn(-c3ccccc3)cc2/C=C/C(=O)OCC(=O)Nc2ccc(C#N)cc2)cc1
-7% | CCCCOc1ccc(-c2cn3ccccc3n2)cc1[N+](=O)[O-]
-4%[57.5 µM] | O=C(CCn1c(=O)c2ccccc2n(Cc2ccccc2)c1=O)NC1CCN(Cc2ccccc2)CC1
-5% | O=C(NCc1ccco1)/C(=C\c1cccs1)NC(=O)c1ccco1
-5% | CCOc1ccc(NC(=NCc2ccc3c(c2)OCO3)SC2CC(=O)N(c3ccccc3)C2=O)cc1 (stereo not given)
4% | Cc1cc(Cl)cc(Cl)c1OCCCCN(C)C
2% | CC(C)c1cc(C(=O)NC2CCCCC2)no1
11%[57.5 µM] | NC(=S)Nc1ccc(C(F)(F)F)cc1Cl
-1% | CCCc1nn(C)c(C(=O)Nc2ccc(Cl)cc2)c1Cl
7% | COc1ccc(CNC(=O)c2ccc(-c3ccccc3)cc2)cc1OC
3% | COc1ccc(NC(=O)OCCN2CCN(Cc3ccccc3)CCC2=O)cc1
5%[57.5 µM] | Cc1ccc(S(=O)(=O)NNC(=S)Nc2cccc(F)c2)cc1
4% | CC(C(=O)OCC(=O)Nc1cccc(S(=O)(=O)N(C)C)c1)N1C(=O)c2ccccc2C1=O (stereo not given)
-5% | CN(CC(=O)NCc1ccncc1)S(=O)(=O)c1ccc(Cl)cc1

# In the list so far, three have a COOH group:
ERK EGF inh | canonical_smiles
-3% | O=C(CSc1nc2ccccc2c(=O)[nH]1)Nc1ccc(C(=O)O)cc1
4%[57.5 µM] | O=C(/C=C/c1cn(-c2ccccc2)nc1-c1ccccc1)Nc1ccc(C(=O)O)cc1
7% | O=C(O)CC(O)(CC(=O)O)C(=O)O
